Assay outcomes deposited in PubChem by Broad Institute.
CFTR F508del cor – CFTR F508del correction in bronchial cells; CFBE cells, YFP halide quenching; stimulated with forskolin plus potentiator P3; % fluorescence drop versus neutral controls; activity (quench increase), % at 7.58 µM; 350,000 compounds, 0.36% hits;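 active means mean added fluorescence quench of at least 8% versus neutral control, with both replicates also reaching 8%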;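 further: cells transiently co-express mutant CFTR-F508del with the halide-sensitive YFP; corrector assay measuring rescue of mutant channel to the surface after 24 h compound exposure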
ARNT TACC3 PPI – disruptors of human ARNT/TACC3 interaction | Q9Y6A5 | AID 623870 | inhibition, % at 9.99 µM | 390,000 compounds, 0.66% hits | AlphaScreen His-ARNT PAS-B/GST-TACC3 binding, luminescence; TACC3 fragment carries E629A point mutation;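 active means mean inhibition of replicates at least 50% and at least half of replicates each reaching 50%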;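 further: 0% = complete ARNT plus TACC3 wells and 100% = ARNT alone without TACC3; many hits fall short of the cut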
RAD54 branch – RAD54 (human) branch migration inhibition. AID 602329. Q92698. RAD54 Holliday junction branch migration, FAM/BHQ fluorescence. 360,000 compounds, 0.14% hits. inhibition, % at 10.4 µM;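 active means mean normalized replicate activity at least 40 and at least half of replicates scoring 40 or more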;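 further: 0% = median of neutral control wells and 100% = median of positive control wells; inhibitors cause a drop in the FAM fluorescence signal; in these data hits start at about 50%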
Target sequence (Q92698 whole entry, looked up): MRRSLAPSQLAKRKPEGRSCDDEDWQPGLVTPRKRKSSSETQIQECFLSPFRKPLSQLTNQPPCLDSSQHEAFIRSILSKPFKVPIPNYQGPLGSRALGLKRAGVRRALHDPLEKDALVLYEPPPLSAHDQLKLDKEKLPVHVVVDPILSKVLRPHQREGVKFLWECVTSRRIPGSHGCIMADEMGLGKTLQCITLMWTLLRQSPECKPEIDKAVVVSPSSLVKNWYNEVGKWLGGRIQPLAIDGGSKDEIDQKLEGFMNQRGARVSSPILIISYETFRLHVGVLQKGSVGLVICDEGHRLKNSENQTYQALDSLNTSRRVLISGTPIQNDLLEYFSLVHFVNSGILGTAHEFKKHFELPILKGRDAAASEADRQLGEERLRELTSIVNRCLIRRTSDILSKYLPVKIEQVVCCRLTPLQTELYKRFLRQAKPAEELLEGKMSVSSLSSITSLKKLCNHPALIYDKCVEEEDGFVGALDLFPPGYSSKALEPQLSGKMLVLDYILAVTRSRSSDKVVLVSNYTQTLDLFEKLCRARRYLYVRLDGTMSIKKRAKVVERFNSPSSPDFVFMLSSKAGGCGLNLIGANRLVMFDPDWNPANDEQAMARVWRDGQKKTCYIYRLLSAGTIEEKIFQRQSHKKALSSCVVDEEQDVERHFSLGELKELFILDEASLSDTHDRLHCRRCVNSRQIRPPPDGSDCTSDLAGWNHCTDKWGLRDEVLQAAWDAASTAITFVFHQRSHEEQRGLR
INS-1E GSIS act – primary screen for activators of insulin secretion dependent on glucose, INS-1E cells, GLuc reporter luminescence | activation, % at 16.6 µM | INS-1E GLuc reporter insulin secretion, 2-3 h | AID 743287 | 370,000 compounds, 0.61% hits;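 active means lowest replicate activation of at least 40%, so every replicate reaches that level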;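 further: 0% = median of neutral control wells and 100% = median of IBMX positive control wells; some compounds called inactive have numbers as strong as hits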
RAD52 anneal inh – inhibitors of human RAD52 DNA annealing; P43351; 360,000 compounds, 0.46% hits; inhibition, % at 18.7 µM; recombinant RAD52 DNA annealing, FRET fluorescence;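 active means every replicate showing at least 50% inhibition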
esBAF inh – SWI/SNF esBAF complex inhibition | mouse ES cells, Bmi1-luciferase knock-in reporter, 24 h; 100% = twice the neutral-well signal | reporter increase, % at 12.5 µM | 350,000 compounds, 2% hits | AID 602393; in the data active means activation above about 40%;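 further: 0% = median of the plate's neutral control wells and 100% = double that signal; a rise in the Bmi1 reporter signal indicates esBAF inhibition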
ERAP1 HTS inh – blocks human ERAP1 aminopeptidase activity; Q9NZ08; recombinant ERAP1, Leu-AMC fluorescence, 60 min; inhibition, % at 10.7 µM; 340,000 compounds, 0.15% hits;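 active means mean replicate inhibition of at least 30%, or all replicates individually reaching that 30% level; inactive means mean below 30% and not every replicate reaching it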;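 further: 0% = neutral control wells and 100% = L-leucinethiol positive control wells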
XiGFP reactiv – reactivates the inactive X chromosome in mouse fibroblasts; activation, % at 7.58 µM; 360,000 compounds, 0.055% hits; AID 743238; XiGFP mouse fibroblasts, % GFP-positive cells imaging, 3 d; cells co-treated with 5-aza-dC sensitizer; scaled so ellipticine positive control = 100%;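 active means mean normalized replicate activation at least 10% and every replicate at or above 10%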;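 further: 0% = median of on-plate neutral control wells and 100% = ellipticine 6 µM median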
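Assay system – SV40-immortalized XiGFP fibroblast cells, line 68-5-11 · Buffer or medium – DMEM supplemented with 5-aza-dC as sensitizing agent · Dosing – one concentration, pinned · Benchmarks – positive control ellipticine, 6 µM final · Times – 3 days compound exposure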
Active calls of the source: *; . = no result given.

Each structure is followed by: CFTR F508del cor, ARNT TACC3 PPI, RAD54 branch, INS-1E GSIS act, RAD52 anneal inh, esBAF inh, ERAP1 HTS inh, XiGFP reactiv
O=C(CCCCn1c(=S)[nH]c2ccsc2c1=O)NCc1ccc2c(c1)OCO2
  2.9, 9, -3, 22, -14, 1, 2, 0.0
COC(=O)c1cc(OC)c(OC)cc1NC(=S)N1CCCC(CO)C1 (centres undefined)
  ., 3, 3, 20, ., -2, ., .
CC(=O)c1ccc(-c2ccc(C(=O)N3CCC(C(N)=O)CC3)o2)cc1
  1.5, 13, -2, 18, -7, -8, -1, 0.0
O=C(C[C@H]1CC[C@H](NC(=O)c2ccc3c(c2)OCO3)[C@@H](CO)O1)NCc1ccc(F)cc1
  1.3, -14, -2, 19, -7, -1, -3, 0.2
Nc1nc(NCc2ccccc2)nc(NCCO)c1[N+](=O)[O-]
  1.1, 9, 12, 10, -14, -5, ., 0.0
COc1ccccc1S(=O)(=O)N[C@@H]1C=C[C@@H](CC(=O)N2CCCCC2)O[C@H]1CO
  -1.5, -3, 0, -3, -1, -2, 4, 2.0
CCC(=O)N1CC(=O)N2[C@@H](CO)[C@@H](c3ccc(C#CCc4ccccc4)cc3)[C@@H]2C1
  -2.3, ., ., -17, -1, ., 1, 0.3
CC(=O)Nc1ccccc1NS(=O)(=O)c1ccccc1[N+](=O)[O-]
  -9.3, 2, ., 7, -1, ., -1, 0.2
COc1ccc(OC)c2nc(-c3cccnc3)ccc12
  ., -1, 6, 14, 8, 27, -1, 0.5
O=C(N[C@H]1C=C[C@@H](CC(=O)N2CCN(c3ccccc3)CC2)O[C@H]1CO)c1ccncc1
  -0.5, 0, -15, 7, -9, 2, -2, -0.8
O=C(NN=C1C2CC3CC1CC(Cl)(C3)C2)c1cccs1
  ., -18, ., -5, 0, 34, 12, 0.0
Cn1c(Cl)c(/C=N/OC(=O)c2ccc(Cl)cc2)c2ccccc21
  ., -1, 7, 15, ., 2, ., .
O=C(CCN1C(=O)c2cccc3cccc(c23)C1=O)NCC1CCCO1 (centres undefined)
  -8.5, 35, -2, 26, -17, -12, 3, -0.1
CC(=O)c1ccc(NC(=O)COC(=O)c2ccc(F)cc2F)cc1
  1.0, ., 6, -9, -5, -2, -5, 0.1
Cn1c(N)c(C(=O)COC(=O)c2cncc(Br)c2)c(=O)n(C)c1=O
  0.5, 19, ., -1, -51, ., -3, 0.2
Nc1c(C(=O)Nc2ccc3c(c2)OCCO3)nnn1Cc1cccc(F)c1
  0.8, -25, -4, 1, -10, 69*, -1, 0.1
COCCCN(C(=S)Nc1c(C)cc(C)cc1C)C(C)c1ccccn1 (centres undefined)
  -0.5, -9, ., 6, -15, 2, 1, -0.2
O=C(NC1CC1)C1CCN(C2CCN(C(=O)/C=C/c3cccs3)CC2)CC1
  -1.2, 0, ., 13, -11, 0, 1, -0.1
O=C(COC(=O)c1cc(S(=O)(=O)N2CCCCC2)ccc1N1CCOCC1)c1ccc(F)cc1
  -3.1, -1, ., -18, -9, ., 5, 0.2
CC(C)(c1ccccc1)c1ccc(OCC(O)CN2CCCC2)cc1 (centres undefined)
  -2.5, -4, -10, -20, 32, -5, 7, 0.0
Cc1noc(C)c1NC(=O)N(C)C[C@@H]1Oc2ccc(NC(=O)Nc3cccc4ccccc34)cc2CC(=O)N([C@H](C)CO)C[C@H]1C
  -1.2, ., 3, 7, -14, -3, 0, -1.2
Cc1ccc(C)c(OCC(=O)NCCN(C)C)c1
  ., -15, -2, -6, ., 1, ., .
CCOC(=O)/C=C/C(=O)NNC(=O)c1ccccc1Cl
  0.5, ., ., 0, -8, ., 1, 0.0
O=C(COC(=O)/C=C/c1ccccc1[N+](=O)[O-])Nc1ccc(OC(F)F)cc1
  ., -1, -6, 17, ., ., ., -0.1
COc1ccc(COC(=O)N/N=C(\C)CC(=O)NCc2ccc(Cl)cc2)cc1
  -4.1, -7, ., -20, -23, 4, 0, 0.0
CCCC(=O)Nc1ccc2c(c1)OC[C@@H](C)N(CCC)C[C@H](C)[C@H](OC)CN(C)C2=O
  -3.0, -1, 3, 12, -5, -1, -2, 0.0
O=C(Nc1cc2c3c(c1)CC(=O)N3CCC2)C1CC1
  -2.5, 3, -3, 10, -13, ., -1, 0.0
Cc1cc(=O)n2nc(N3CCC(C(=O)N4CCN(c5ccccc5)CC4)CC3)sc2n1
  -0.6, 6, -15, 29, -4, -3, 3, 0.0
CN(C)CCCNC(=O)C[C@@H]1CC[C@@H]2[C@H](COC[C@@H](O)CN2CC2CCCCC2)O1
  0.9, ., ., 9, 1, ., 3, -0.1
COc1cc(NC(=O)C2CC(=O)NC3=C2C(=O)CCC3)c(OC)cc1Cl (centres undefined)
  2.2, ., -10, 20, -4, -4, 5, .
CO[C@@H]1CN(C)C(=O)c2ccc(NC(=O)c3ccccc3)cc2OC[C@@H](C)N(C(=O)C2CC2)C[C@@H]1C
  2.6, -2, -1, 1, ., -2, ., 0.0
CCOc1ccccc1-c1nc2c([nH]1)c(=O)n(C)c(=O)n2C
  ., -3, 3, 27, ., 3, ., .
C[C@@H]1CN([C@@H](C)CO)C(=O)c2cc(NC(=O)c3ccncc3)ccc2O[C@@H](C)CCCCO[C@H]1CN(C)C(=O)NC1CCCCC1
  3.0, -3, 0, -11, -8, 3, 2, -0.2
Cc1c(Cl)cccc1NC(=O)CNC(=O)C1CC(=O)N(CCc2ccccc2)C1 (centres undefined)
  0.5, -1, -5, ., -15, -2, 2, 0.3
Cc1ccc(NC(=O)c2cc(N(C)C)ccc2[P+](=O)O)cc1
  2.2, -38, 0, 3, -3, 45*, -4, .
COc1cc(CCC(=O)Nc2cc(C)cc(C)c2)cc(OC)c1OC
  0.7, -6, ., -6, -2, ., 0, 0.0
O=C(COC(=O)c1cccs1)NC12CC3CC(CC(C3)C1)C2
  1.4, ., ., 0, -17, ., -4, 0.2
Cn1nc(C(=O)Nc2ccc3c(c2)OCCO3)c2ccccc2c1=O
  -2.7, ., 9, 3, -4, 6, 2, 0.0
Brc1ccc2nc(-c3ccccc3)c(Cc3ccsc3)n2c1
  -1.6, ., 5, ., -52, 40, 0, 0.0
COc1cc2cc(C(=O)NCCc3ccccc3)[nH]c2cc1OC
  1.0, -3, 0, 6, -17, 2, 2, 0.0
NS(=O)(=O)c1ccc(NC(=O)Cn2ncc3c2-c2ccccc2OC3)cc1
  6.2, 22, 4, ., -5, -5, 1, 0.5
C[C@H](CO)N1C[C@H](C)[C@@H](CN(C)CC2CCCCC2)Oc2ccc(NC(=O)CCC(F)(F)F)cc2CC1=O
  -1.6, 4, -5, 4, 18, -5, 0, 0.6
O=C(CN(CCc1ccccc1)S(=O)(=O)c1ccc(Cl)cc1)N/N=C/c1ccccc1C(=O)O
  0.8, 0, ., 3, -12, ., -5, -0.1
CC(C)(O)CCCC(C)(O)c1ccc(C(=O)O)cc1O (centres undefined)
  0.2, -2, -1, 3, -57, -1, -3, .
COc1ccc(N(CC(=O)Nc2cc(Cl)ccc2C)S(=O)(=O)c2c(C)noc2C)cc1
  3.5, 29, -4, -17, -8, -31, 1, 0.4
CS(=O)(=O)Cc1ccc(C(=O)NC2CCCc3ccccc32)cc1 (centres undefined)
  -2.6, 1, 1, -2, 1, -2, -5, 0.1
CCCCC(=O)N1CC(=O)Nc2ccc(F)cc2C1c1ccccc1 (centres undefined)
  -5.0, -2, -6, -3, -6, -3, -1, 0.0
COc1ccccc1-c1ccc2c(c1)C(C)(Cc1ccc(OC(F)(F)F)cc1)C(=O)N2 (centres undefined)
  0.8, ., 12, ., -15, -5, 0, -0.2
Cc1c(NC(=O)CN2C(=O)NC(CCc3ccccc3)C2=O)c(=O)n(-c2ccccc2)n1C (centres undefined)
  2.4, 2, -4, 27, -5, -1, -7, 0.0
CCCCN(C(=O)c1ccc(N2CCCC2=O)cc1)c1c(N)n(Cc2ccccc2)c(=O)[nH]c1=O
  5.2, 7, 13, -1, -20, 2, 2, 0.0
Fc1ccc(C2CC(c3cccs3)=NN2c2ccccc2)cc1 (centres undefined)
  1.7, -61, ., 25, -11, ., 7, 0.0
CO[C@H]1CN(C)C(=O)c2cc(NC(=O)c3cnccn3)ccc2OC[C@H](C)N(CCc2ccccc2)C[C@H]1C
  2.0, 8, -4, -6, -9, 6, 1, 0.5
CC(C)CC(N)c1csc(NC(=O)Nc2ccccc2C(C)(C)C)n1 (centres undefined)
  -3.0, ., 10, -19, 25, -1, -7, -0.1
CCCCCC(=O)c1ccc(O)cc1O
  -1.5, -8, ., 13, -6, 28, ., -0.2
CS(=O)(=O)N1[C@H](CO)[C@H](c2ccccc2)C12CN(C(=O)c1ccccc1F)C2
  -0.8, ., ., 13, -12, ., -5, 0.3
O=S(=O)(Nc1cccc(Oc2cnccn2)c1)c1ccc(F)cc1
  3.0, -5, -2, 12, -12, 2, -1, 0.0
Cc1cc(C)c(C#N)c(SCc2ccc(C(=O)O)cc2)n1
  -1.1, -8, -6, 7, -12, -1, 2, 0.1
Sc1oc(-c2ccccc2)cc1C=Nc1ccccc1
  ., 3, -1, -17, -19, 85*, -2, .
Cc1ccc(NC(=O)Nc2cc(S(C)(=O)=O)ccc2Cl)cc1
  -1.0, 3, 1, -6, -3, 39, ., -0.2
O=C1CCC(C(=O)N2CCCCO2)CN1CCc1ccc(Cl)cc1 (centres undefined)
  1.3, -4, 5, -5, -15, ., 4, 0.0

Next part.
Each structure is followed by: CFTR F508del cor, ARNT TACC3 PPI, RAD54 branch, INS-1E GSIS act, RAD52 anneal inh, esBAF inh, ERAP1 HTS inh, XiGFP reactiv
COc1ccccc1C(=O)NCCC(=O)NC(C)c1ccc(-n2ccnc2)cc1 (centres undefined)
  4.1, -1, ., 3, 0, -6, -2, 0.1
Fc1ccccc1CSc1nnc(-c2cccnc2)o1
  1.8, -6, ., -2, -2, ., 0, 0.0
CCN(CC)C(=O)Cn1cc(C(=O)C(=O)N2CCN(C)CC2)c2ccccc21
  -1.4, -7, -1, ., -17, -3, -7, -0.1
CCSc1ncc(Cl)c(C(=O)Nc2ccc(S(=O)(=O)Nc3ncccn3)cc2)n1
  -1.2, 3, -2, 36, -4, 1, 3, 0.0

Quoted from the listing:
Value of Fc1ccccc1CSc1nnc(-c2cccnc2)o1 in ERAP1 HTS inh: 0
Value of CCN(CC)C(=O)Cn1cc(C(=O)C(=O)N2CCN(C)CC2)c2ccccc21 in RAD52 anneal inh: -17
